aGlu spleen mod: inhibits or activates alpha-glucosidase in human spleen homogenate. human spleen homogenate, 4-MU-alpha-glucoside fluorescence. Potency, µM (doses to about 79.9 µM), inactives show top-dose activity change, negative = inhibition, usual class: inhibitors. 240,000 compounds, 0.006% hits. AID 2112;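 note: 0% = enzyme with vehicle and -100% = no enzyme basal signal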
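Human spleen homogenate (1 ug) with 4-methylumbelliferyl-alpha-D-glucopyranoside (1 mM final) in 50 mM citrate/phosphate pH 5.0, 0.01% Tween-20; 40 min at 37 C. Stopped at pH 10; 4-MU fluorescence Ex 365/Em 440 nm; AC50 by Hill fit.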
GAA glycogen: alters human alpha-glucosidase cleavage of glycogen. 300,000 compounds, 0.38% hits. AID 2100. recombinant GAA, glycogen substrate, Amplex Red glucose oxidase fluorescence. Potency, µM (highest dose often 76.4 µM), for inactives: at the top dose activity change, negative = inhibition, most hits filed as inhibitors. P10253;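 note: 0% = full enzyme reaction and -100% = no-enzyme basal signal; the screen sought inhibitors and activators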
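qHTS, 1536-well; enzyme 4 nM final; cpd up to 77 uM; substrate bovine liver glycogen 30 ug; 50 mM citrate/phosphate pH 5.0, 0.01% Tween-20; 37 C, 40 min; Amplex Red detection 45 min RT; Hill fit → AC50.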
aGal spleen mod: inhibits or activates alpha-galactosidase in human spleen homogenate; AID 2107; 240,000 compounds, 0.008% hits; P06280; Potency, µM (top dose mostly 80 µM), for the others: top-dose activity change, negative = inhibition, actives largely listed as inhibitors; human spleen homogenate, 4MU-alpha-Gal fluorescence, 40 min;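 note: 0% = enzyme with vehicle and -100% = no enzyme basal signal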
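Human spleen homogenate (1 ug) was the enzyme source, with 4-methylumbelliferyl-alpha-D-galactopyranoside (1 mM final) in pH 5.0 citrate buffer with 0.01% Tween-20. Compounds were titrated; after 40 min at 37C, NaOH/glycine stop, 4-MU fluorescence read; AC50 from Hill fits.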
SMN2 splice up: SMN2 splice variant enhancement. Potency, µM (top dose mostly 46.1 µM), for the others: top-dose activity change, positive = activation, actives largely listed as activators. HEK293 SMN2-luciferase splicing reporter, luminescence, 30-36 h. 210,000 compounds, 2.8% hits; note: % of control where 0% means no effect; nearly all actives have a fitted effect of over 55% in size
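qHTS luciferase splicing reporter: luminescence rises when SMN2 exon 7 is included in transfected HEK293 cells. Compound exposure lasted 30-36 h at 37C, with 4.5 mM final sodium butyrate as control, followed by a ONE-Glo read.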
GoLoco inh red: blocks human Gai1 binding to RGS12 GoLoco peptide, red readout; Gai1:RGS12 GoLoco peptide FP, rhodamine, 10 min; P63096; Potency, µM (highest dose often 61.6 µM), for inactives: at the top dose activity, negative = inhibition, actives largely listed as inhibitors; AID 880; 230,000 compounds, 0.44% hits; active = well fitted inhibition curve with a large enough effect, not every such curve was filed as active; inactive = no such curve, though single readings can be large or run the other way; note: % is set by controls: 0 for no effect and ±100 for the full control effect; nearly all actives have a fitted effect of over 30% in size; many of its hits are not listed in these tables
ALDH1A1 block: blocks purified human ALDH1A1 activity; Potency, µM (highest dose often 75.3 µM), for the others: at the highest dose activity, negative = inhibition, usual class: inhibitors; Purified ALDH1A1, NADH fluorescence, propionaldehyde substrate; 220,000 compounds, 7.3% hits; active = well fitted inhibition curve with a large enough effect, not every such curve was filed as active; inconclusive = small, poorly fitted or top-dose-only effect, or another doubt; inactive = no such curve, though single readings can be large or run the other way;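 note: plate controls were no enzyme wells and a reference inhibitor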
Target sequence (P00352 whole entry, looked up): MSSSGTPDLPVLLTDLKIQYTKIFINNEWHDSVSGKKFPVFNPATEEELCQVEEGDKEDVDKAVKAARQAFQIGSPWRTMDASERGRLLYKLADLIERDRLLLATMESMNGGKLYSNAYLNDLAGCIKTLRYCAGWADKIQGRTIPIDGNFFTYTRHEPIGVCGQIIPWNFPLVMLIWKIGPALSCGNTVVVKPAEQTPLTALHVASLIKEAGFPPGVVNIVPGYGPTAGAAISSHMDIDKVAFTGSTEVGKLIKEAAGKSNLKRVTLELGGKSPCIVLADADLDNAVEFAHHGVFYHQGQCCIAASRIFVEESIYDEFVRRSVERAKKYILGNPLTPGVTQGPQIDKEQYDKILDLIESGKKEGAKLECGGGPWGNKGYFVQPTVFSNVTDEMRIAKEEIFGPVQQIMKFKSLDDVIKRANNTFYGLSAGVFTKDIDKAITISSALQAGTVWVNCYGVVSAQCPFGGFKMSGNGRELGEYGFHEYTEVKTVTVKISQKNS
JMJD2E inh: blocks human JMJD2E demethylase activity; 230,000 compounds, 1.6% hits; AID 2147; JMJD2E catalytic domain, FDH-coupled NADH fluorescence (FDH is formaldehyde dehydrogenase); Potency, µM (doses to about 57.1 µM), for inactives: at the highest dose activity change, negative = inhibition, actives largely listed as inhibitors; B2RXH2; active = well fitted inhibition curve with a large enough effect, not every such curve was filed as active; inconclusive = small, poorly fitted or top-dose-only effect, or another doubt; inactive = no such curve, though single readings can be large or run the other way;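 note: 0% = wells with enzyme and -100% = buffer wells without enzyme; nearly all actives have a fitted effect of over 50% in size; many of its hits are not listed in these tables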
Target sequence (B2RXH2 1-337 limits assumed): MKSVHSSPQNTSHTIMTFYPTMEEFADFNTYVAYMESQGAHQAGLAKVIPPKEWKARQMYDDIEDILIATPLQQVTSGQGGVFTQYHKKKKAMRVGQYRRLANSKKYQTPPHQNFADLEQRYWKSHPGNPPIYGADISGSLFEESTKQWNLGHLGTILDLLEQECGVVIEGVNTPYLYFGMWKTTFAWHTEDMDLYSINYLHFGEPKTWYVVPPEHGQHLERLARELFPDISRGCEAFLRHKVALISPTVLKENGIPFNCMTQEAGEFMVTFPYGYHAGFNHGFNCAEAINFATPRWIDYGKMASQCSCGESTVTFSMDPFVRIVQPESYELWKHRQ
GAA inh: blocks human lysosomal alpha-glucosidase; P10253; purified human GAA, 4-MU-alpha-glucoside fluorescence; Potency, µM (series often up to 76.9 µM), for inactives: at the highest dose activity change, negative = inhibition, hits mostly inhibitors; 200,000 compounds, 0.005% hits; AID 1466;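 note: plate controls were uninhibited enzyme wells for no effect and no-enzyme background for full effect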
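Activity normalized between no-enzyme (basal) and enzyme-only wells. Conditions: 4 nM human enzyme, 400 uM fluorogenic substrate, citrate/phosphate pH 5.0 with Tween-20, 20 min room temperature, compounds up to 77 uM.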
* marks the source's active call; other numbers are inactive results; ? = inconclusive; / = no result given; & = joins results of further samples; [ ] = dose if it differs, or a comment. Unless noted, calls come from the whole dose curve; as a rule, active = well fitted curve in the direction sought with a large enough effect; inconclusive = small, poorly fitted or top-dose-only effect, or another doubt; inactive = no such curve, though single readings can be large; an effect the other way counts as inactive or inconclusive. Potency is the fitted concentration of half-maximal effect. A portion of the library; rates above refer to the full screens.

no.	mol	aGlu spleen mod	GAA glycogen	aGal spleen mod	SMN2 splice up	GoLoco inh red	ALDH1A1 block	JMJD2E inh	GAA inh
1	CCCCCCc1cc2cc(C(=O)Nc3ccccc3)c(=O)oc2cc1O	-6%	1%	1%	-57%[inhibitor]	3%	138%[activator]	?	?
2	O=C(c1cc(-c2ccncc2)nc2ccccc12)N1CCN(c2ccc(N3CCOCC3)nn2)CC1	1%	2%	-1%	14%	5%	?	-4%	-2%
3	COc1cccc(NC(=O)CN(c2cccc(C(F)(F)F)c2)S(C)(=O)=O)c1	-14%	-6%	?	-11%	-4%	-4%	-8%	-9%
4	CN(c1ccc(OCC(=O)Nc2nc3ccccc3s2)cc1)S(=O)(=O)c1ccccc1	-5%	-6%	0%	/	/	10%	5%	8%
5	CC(C)CN(CC(C)C)c1ccc(/C=N/n2cnnc2)cc1[N+](=O)[O-]	-29%	-24%	7%	-7%	4%	?	-10%	4%
6	O=S(=O)(Nc1cccc2c1CCCC2)c1cccc(C(F)(F)F)c1	-1%	5%	-2%	-18%	5%	-1%	-4%	-6%
7	O=C1C2C3CCCC3=C3CCCC3C2C(=O)N1c1ccccc1 (stereo unspecified)	1%	14%	1%	3%	-11%	25µM*	-8%	-6%
8	O=C(c1csnn1)N1CCC[C@@]2(CCN(Cc3cc(C(F)(F)F)cc(C(F)(F)F)c3)C2)C1	-11%	/	2%	-2%	-6%	?	/	/
9	O=C(NCCCN1CCOCC1)c1cc(C(=O)C2CCCCC2)c[nH]1	-1%	9%	9%	-13%	8%	25µM*	2%	3%
10	Cc1ccc(NC(=O)/C(=C/c2cccc([N+](=O)[O-])c2)NC(=O)C2CCCCC2)cc1	-7%	5%	-4%	23%	-5%	3%	-2%	3%
11	CN1CCN(C(=O)C2CC(c3c(F)cccc3Cl)=NO2)CC1 (stereo unspecified)	10%	3%	9%	2%	4%	5%	5%	-2%
12	COC(=O)c1ccc(C(=O)OC)c(NC(=O)Nc2ccc3c(c2)OCO3)c1	-1%	-2%	8%	?	0%	?	?	-2%
13	COC(=O)c1onc(-c2ccccc2)c1C(=O)OC	4%	-4%	-1%	-4%	-1%	10%	0%	1%
14	CS(=O)(=O)N1CCC[C@@]2(CCN(C(=O)Nc3ccccc3)C2)C1	0%	/	0%	2%	8%	26%	/	/
15	NSc1nc(N)c2nc(-c3ccccc3)c(-c3ccccc3)nc2n1	-4%	-14%	-5%	-4%	11%	14µM*	?	-3%
16	S=C1NCN(Cc2ccccc2)CN1	-2%	-1%	0%	/	9%	?	2%	-9%
17	CN(C)c1ccc(/C=C(/NC(=O)c2ccccc2)C(=O)N/N=C/c2ccc([N+](=O)[O-])c(O)c2)cc1	9%	-21%	9%	/	-9%	4µM*	1%	-7%
18	c1cc(-c2nc3cc(Cc4ccc5oc(-c6ccncc6)nc5c4)ccc3o2)ccn1	4%	-1%	-6%	-1%	0%	-5%	-8%	3%
19	Cc1cc(C)cc(NC(=O)CSc2nnc(Cc3cccn3C)n2-c2ccc(F)cc2)c1	-9%	0%	-1%	-16%	3%	?	-8%	-6%
20	CC1=CC(C)(C)N(C(=O)Nc2ccccc2)c2ccccc21	-7%	13%	-2%	-17%	-13%	?	?	6%
21	CCc1ccc(-n2cc(-c3ccc(F)cc3)[n+]3c2SCCC3)cc1	-13%	7%	0%	-45%[inhibitor]	5%	-1%	-5%	?
22	CC(=O)c1sc(-c2ccc(F)cc2)cc1NS(=O)(=O)c1ccccc1	7%	3%	10%	/	-10%	/	138%	/
23	CC(C)[C@H](NS(=O)(=O)c1ccccc1)C(=O)OCn1nnc2ccccc2c1=O	-1%	1%	1%	-2%	0%	-2%	3%	-1%
24	Cc1nc(N2CCN(C(=O)c3ccco3)CC2)c2oc3ccccc3c2n1	6%	-7%	-1%	-42%	-11%	28µM*	-3%	-16%
25	Cc1cc(=O)oc2cc(OCC(=O)OCC(=O)NC(=O)NC(C)C)ccc12	-9%	1%	3%	-1%	3%	-2%	?	6%
26	COc1ccc(-c2[nH]nc3c2C(c2ccccc2OC(=O)N2CCOCC2)C(C#N)=C(N)O3)cc1 (stereo unspecified)	-2%	-4%	2%	3%	5%	13%	-20%	-3%
27	CCOc1ccc(N(CC(=O)Nc2ccc(C)cc2)S(=O)(=O)c2c(C)noc2C)cc1	-1%	7%	-1%	-22%	2%	3%	-1%	1%[15.4 µM]
28	O=C(CSc1nncc2ccccc12)N1CCOCC1	10%	-18%	7%	5%	-10%	?	-4%	-1%
29	Cc1ccn2cc(CNC(=O)c3cccs3)nc2c1	-12%	-2%	-11%	15%	11%	5%	-9%	0%
30	COc1cc2c(C(=O)N3CCN(C)CC3)c(CSc3ccccc3)n(C)c2cc1Br	4%	1%	-4%	-4%	0%	?	6%	-10%
31	CCCNC(=O)c1ccc(Cl)c(Cl)c1	7%	5%	13%	-19%	1%	7%	3%	1%
32	Cc1ccc(NC(=O)CCNC(=O)c2ccccc2Cl)cc1S(=O)(=O)N(C)C	1%	-3%	-4%	?	3%	3%	2%	0%
33	Cc1nnc(-c2ccccc2)[nH]c1=O	1%	16%	-7%	12%	-9%	6%	-2%	-1%
34	CCOc1cccc(C(=O)Nc2ccncc2)c1	6%	21%	0%	-11%	5%	2%	6%	?
35	COc1ccc(Cl)cc1C(=O)CSc1nc(N)cc(N)n1	-14%	-7%	-6%	-6%	5%	8%	-15%	-1%
36	CC(C)(C)c1ccc(-c2nc(C#N)c(NCc3cccnc3)o2)cc1	-5%	?	2%	-18%	10%	?	?	-12%
37	O=C1c2ccc(Oc3ccc4c(c3)C(=O)N(CCCCO)C4=O)cc2C(=O)N1CCCCO	-2%	-3%	-1%	-10%	5%	?	?	-3%
38	O=C(c1ccc(N2CCOCC2)c([N+](=O)[O-])c1)N1CCN(S(=O)(=O)c2cccs2)CC1	-2%	-6%	-3%	-24%	2%	-3%	5%	4%
39	O=C(O)CSCC(=O)NCc1ccccc1	-4%	-7%	-2%	-2%	2%	-11%	-10%	-2%
40	CCOc1ccc(-n2cnnn2)cc1S(=O)(=O)N1CCCCC1	9%	-7%	5%	1%	-8%	4%	11%	-10%
41	Nc1ccccc1SCc1ccccc1	-2%	-7%	-5%	2%	8%	3%	-8%	-2%
42	CCOc1cccc(CNCCNC(=O)c2nonc2N)c1	-1%	-4%[76.3 µM]	-16%	1%&-1%	0%	9%	?	-30%
43	O=C(NCCc1nc2ccccc2[nH]1)/C(=C/c1ccco1)NC(=O)c1ccc(Br)cc1	-5%	-5%	-2%	-9%	15%	0%	-1%	4%
44	O=[N+]([O-])c1cc(S(=O)(=O)Nc2ccccc2)ccc1N1CCN(c2ccc(O)cc2)CC1	0%	?	2%	-13%	8%	32µM*	3%	-5%
45	Cc1cccc(OCCn2cc(/C=N/NC(=O)c3ccncc3)c3ccccc32)c1	-16%	-3%	-8%	-30%[inhibitor]	1%	-6%	-7%	-6%
46	Cc1nn(C(C)C(=O)Nc2ccc(Cl)cn2)c(C)c1[N+](=O)[O-] (stereo unspecified)	-1%	1%	-13%	-6%	0%	2%	-1%	1%
47	O=C(COC(=O)c1ccc2c(c1)C(=O)N(CCc1ccccc1)C2=O)Nc1ccc(OC(F)F)cc1	0%	4%	-7%	19%	10%	-7%	14%	-1%
48	CCOC(=O)CN(C(=O)CSc1nnc(CNc2ccc(F)cc2)n1C)c1ccccc1	-7%	5%	2%	-8%	-1%	9%	-5%	-1%
49	COc1ccc(C)cc1S(=O)(=O)Nc1ccccc1C	0%	2%	5%	21%	-1%	15%	4%	1%
50	C/C(=N\NC(=O)c1ccc(Cl)cc1)c1cccc(NC(=O)c2cccnc2)c1	-3%	-4%	1%	?	4%	2%	3%	-4%
51	CNC(=O)NC(=O)COC(=O)c1ccc(-n2c(C)ccc2C)cc1	0%	1%	1%	/	/	-6%	13µM*	3%
52	COc1ccc(S(=O)(=O)Nc2nc3ccccc3s2)cc1	-4%	11%	-11%	2%	7%	?	13%	-9%
53	COc1cc2c(cc1OC)C1=C(C#N)CN(C3CCCCC3)CN1CC2	-3%	-2%	-5%	-8%	5%	?	?	?
54	C=CCNCCOCCOc1ccc(C)cc1[N+](=O)[O-]	4%	9%	6%	25%	1%	-1%	-12%	-4%
55	NC(=O)C[n+]1ccc(/C=N/O)cc1	-3%	11%	-6%	0%	1%	10%	4%	-13%
56	COc1ccc(NC(=O)CN2CCCN(S(=O)(=O)c3ccc(F)cc3)CC2)cc1	0%	-1%	6%	-7%	9%	?	9%	-18%
57	Nc1nc(CN2CCN(c3ccccc3F)CC2)nc(Nc2ccc3c(c2)OCCO3)n1	-8%	-5%	-8%	-20%	6%	?	1%	?
58	CC1CCN(S(=O)(=O)N2CCC(C(=O)NCc3cccnc3)CC2)CC1	-6%	5%	2%	/	9%	/	-7%	/
59	Cc1nnc(SCC(=O)NCc2ccccc2Cl)n(N)c1=O	1%	12%	-6%	0%	0%	22%	8%	5%
60	O=C(O)c1sccc1S(=O)(=O)Nc1ccc(Cl)cc1	5%	/	9%	-7%	-9%	0%	-23%	/
61	CCCCn1cnc2c(c1=O)c1nc3ccccc3nc1n2Cc1ccc2c(c1)OCO2	1%	12%	1%	/	15%	?	-3%	-7%
62	COc1ccc(C(=O)NCS(=O)(=O)c2ccc(C)cc2)cc1	-27%	0%	1%	-2%	-7%	?	-2%	6%
63	CCCOc1ccc(N2C(=O)CC(NCCc3ccc(S(N)(=O)=O)cc3)C2=O)cc1 (stereo unspecified)	-4%	11%	-4%	-6%	-4%	7.9µM*	3%	-3%

Printed as active in JMJD2E inh, of those listed so far:
nr | smiles | aGlu spleen mod | GAA glycogen | aGal spleen mod | SMN2 splice up | GoLoco inh red | ALDH1A1 block | JMJD2E inh
51 | CNC(=O)NC(=O)COC(=O)c1ccc(-n2c(C)ccc2C)cc1 | 0% | 1% | 1% | / | / | -6% | 13µM*
